Screening results: PubChem, several laboratories
zfTRPN1 agonist = zebrafish TRPN1 channel agonists, primary screen, cell-based, HEK293, calcium fluorescence | actives 0.18% (n = 220,000) | AID 1424, 2008 | activation, % at 3 µM | transient receptor potential cation channel N1 (TRPN1/NompC), Danio rerio | HEK293 zebrafish TRPN1-YFP, Fluo-8 calcium fluorescence; 100% = response to 87 µM carbachol;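 active = activation above its plate's cutoff, the mean activation of test wells on that plate plus 3 SD, cut at about 19% in these data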;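 note: 0% = DMSO alone and 100% = 87 µM carbachol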
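Material: zebrafish TRPN1-YFP in HEK293 cells. Doses: one dose of 3 µM, 0.3% DMSO. Incubation: dye 1 h 37 °C plus 30 min RT. Measured by: intracellular calcium fluorescence with Fluo-8.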
EBV gp42 inh = Epstein-Barr virus gp42 inhibitors, primary screen, biochemical, uHTS, fluorescence polarization; Glycoprotein 42 (Epstein-Barr virus (strain AG876)), Q1HVG2; Fluorescence polarization binding assay, mP read-out; inhibition, % (tested at 21.74 µM); actives 0.42% (n = 220,000); in the data active = inhibition above about 50%
Target sequence (Q1HVG2 whole entry, looked up): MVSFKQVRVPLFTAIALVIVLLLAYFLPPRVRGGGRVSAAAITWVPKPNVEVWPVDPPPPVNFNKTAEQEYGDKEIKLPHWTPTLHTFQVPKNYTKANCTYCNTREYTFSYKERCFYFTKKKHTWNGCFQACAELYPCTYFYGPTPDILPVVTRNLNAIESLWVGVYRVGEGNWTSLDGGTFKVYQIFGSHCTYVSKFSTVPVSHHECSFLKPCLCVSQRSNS
TNF necrop inh = inhibitors of TNF-alpha triggered necroptosis, primary screen, cell-based, Jurkat FADD-/-, single concentration; activation (protection from cell death), % at 10 µM; actives 0.068% (n = 220,000); Jurkat FADD-/- TNF necroptosis rescue, ATP luminescence, 24 h; 0 = TNF only, 100 = no-TNF cells; AID 463075, 2010;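 active = activation, meaning protection from cell death, of at least 50% relative to plate controls; inactive = activation below 50%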;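 note: necroptosis triggered by 40 ng/mL TNF-alpha added together with compound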
PPC-1+TRAIL kill = compounds killing PPC-1 cancer cells with TRAIL present, primary screen, TRAIL potentiator project, ATPLite luminescence, uHTS | PPC-1 cells + TRAIL, ATPLite viability luminescence | AID 1443, 2008 | actives 0.41% (n = 220,000) | cell killing (% activity), % at 4 µM;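 active = cell killing above 50% in the first pass at 4 µM, then a duplicate retest at 5 µM averaging 50% or more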;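 note: plate controls were cells with TRAIL plus DMSO for no effect and medium-only wells lacking cells for full effect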
NCF1 inh = p47phox/p22phox peptide binding inhibitors, primary screen, biochemical, uHTS, NADPH oxidase regulatory subunit; actives 0.53% (n = 220,000); fluorescence polarization, 2 h; Neutrophil cytosol factor 1 (Homo sapiens), P14598; inhibition, % at 24.7 µM;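 active = inhibition above about 30%, limit read from the data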;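 note: 0% = p47phox with labelled peptide and 100% = labelled peptide alone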
Runt-SMMHC FRET = inhibitors of RUNX1 Runt–CBFb-SMMHC binding, primary screen, biochemical, FRET, Cerulean-Runt, Venus-CBFb-SMMHC, uHTS; AID 1434, 2008; inhibition, % at 20 µM; actives 0.74% (n = 220,000); Cerulean-Runt/Venus-CBFb-SMMHC FRET ratio 530/480, 1 h;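 active = mean inhibition across duplicate retests at 20 µM reaching about 50%, limit read from the data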;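 note: 0% = DMSO wells and 100% = wells with excess untagged CBFb-SMMHC; inhibitors lower the FRET ratio by blocking Runt binding to CBFb-SMMHC; some results filed as inactive read as strong as hits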
Target sequence (Q01196 whole entry, looked up): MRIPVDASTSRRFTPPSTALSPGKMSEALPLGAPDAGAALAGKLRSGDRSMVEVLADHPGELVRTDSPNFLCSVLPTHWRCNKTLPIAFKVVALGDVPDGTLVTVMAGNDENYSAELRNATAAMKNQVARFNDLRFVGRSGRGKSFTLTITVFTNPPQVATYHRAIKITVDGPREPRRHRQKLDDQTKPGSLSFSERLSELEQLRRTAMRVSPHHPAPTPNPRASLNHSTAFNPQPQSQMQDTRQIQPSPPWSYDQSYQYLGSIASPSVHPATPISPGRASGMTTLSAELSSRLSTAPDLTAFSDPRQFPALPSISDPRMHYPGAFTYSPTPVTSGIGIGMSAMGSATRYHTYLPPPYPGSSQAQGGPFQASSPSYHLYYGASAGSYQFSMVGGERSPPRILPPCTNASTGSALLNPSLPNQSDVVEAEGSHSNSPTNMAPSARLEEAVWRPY
Target sequence (Q13951 whole entry, looked up): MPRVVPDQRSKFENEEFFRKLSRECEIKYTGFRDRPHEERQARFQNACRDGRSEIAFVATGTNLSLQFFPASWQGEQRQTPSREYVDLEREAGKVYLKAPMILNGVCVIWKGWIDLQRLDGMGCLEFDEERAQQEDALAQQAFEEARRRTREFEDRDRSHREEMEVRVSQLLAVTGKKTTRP
Mdm2 ligase inh = MDM2-luciferase reporter signal enhancers, primary screen, MDM2 E3 ligase inhibitor project, cell-based, luminescence, 1536-well; E3 ubiquitin-protein ligase Mdm2 (Homo sapiens), Q00987; cell-based MDM2 ubiquitination luciferase reporter, 2 h; 0 = plate control, 100 = twice control, blank-subtracted; signal enhancement, % at 5 µM; actives 0.11% (n = 210,000); AID 1230, 2008;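 active = signal enhancement of 30% or more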;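 note: luminescence tracks abundance of the self-degrading MDM2-luciferase fusion protein; higher signal means inhibition of MDM2 E3 ligase activity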
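System: stable MDM2–luciferase fusion reporter cells / Input: 2000 cells seeded into each well / Schedule: 4 h settle plus 2 h compound, 37 °C / Compound: single-point 5 µM / Buffer or medium: cells held in DMEM / Benchmarks: control and blank well means / Evaluation: percent signal gain over controls, blank-subtracted / Measured by: luciferase luminescence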
TRPML3 ag = human TRPML3 channel agonists, primary screen, cell-based, HEK293 TRPML3-YFP, Fluo-8 calcium fluorescence, 3 µM; actives 0.29% (n = 220,000); Mucolipin-3 (Homo sapiens), Q8TDD5; 100% = the carbachol control signal; activation, % at 3 µM;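 active = activation above its plate's cutoff, the mean activation of the plate's test wells plus 3 SD, cut at about 12% in these data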;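 note: 0% = DMSO only wells and 100% = carbachol wells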
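Material: HEK293 cells stably carrying human TRPML3-YFP; compound dosing: single dose, 3 µM final nominal compound, 0.3% DMSO final; incubation: 1-h 37 °C dye load, 5-s basal, 120-s post-compound reads; technique: Fluo-8 intracellular calcium fluorescence, excitation 470-495 nm, emission 515-575 nm; read-out basis: percent activation from peak-to-basal fluorescence ratio, scaled between DMSO and carbachol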
CHOP inh = inhibitors of CHOP promoter induction, primary screen, cell-based, unfolded protein response, luciferase reporter; CHO-K1 CHOP-promoter luciferase, tunicamycin-induced, 15-18 h; inhibition, % at 10 µM; actives 3.8% (n = 220,000);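 active = compounds that reduced the stress-induced luciferase reporter signal by more than about 70% of percent inhibition, limit read from the data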;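 note: 0% = tunicamycin plus vehicle and 100% = wells without tunicamycin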
Numbers without * were called inactive; . = not tested or not shown; & = joins results of further samples; [ ] = another dose, or the depositor's remark.

nr	Compound	zfTRPN1 agonist	EBV gp42 inh	TNF necrop inh	PPC-1+TRAIL kill	NCF1 inh	Runt-SMMHC FRET	Mdm2 ligase inh	TRPML3 ag	CHOP inh
1	Cc1cc(C)nc(NC(=O)/C=C/c2ccccc2Cl)n1	1.1	-13.8	-4.0	-0.9	1.4	-4.3	-1.5	0.2	14.8
2	N#CCSc1ccc(-c2nc3ccccc3[nH]2)cn1	1.7	-3.9	-7.1	32.5	1.0	3.7	-18.6	0.3	-44.7
3	COc1cccc(/C=N/n2cncn2)c1OCC#N	0.0	-8.1	0.2	-7.6	-5.6	-2.8	-10.0	0.5	1.0
4	COc1ccc(C(=O)O)cc1S(=O)(=O)NCCN(C)C	0.7	-2.1	1.1	-0.6	-1.5	-3.9	-2.8	0.9	0.3
5	NC(=O)CC(NC(=O)Cc1ccc(Cl)cc1)c1ccc(NC2CCCC2)c([N+](=O)[O-])c1 (centres undefined)	.	-53.1	7.9	12.0	-10.4	-1.1	21.6	.	-5.9
6	CCS(=O)(=O)c1ccc2c(c1)NC(=O)C(CCCl)O2 (centres undefined)	0.2	1.6	0.0	3.1	1.1	-0.9	-13.3	0.0	8.7
7	Cc1ccc(N2NC(C)(c3cccs3)NC2=S)cc1 (centres undefined)	-0.3	4.3	-0.1	22.4	-5.3	0.2	-3.2	0.5	-10.2
8	O=C(Nc1ccc(Cl)cc1Cl)C1=Cc2ccccc2OC1	-0.9	-6.5	0.7	20.4	-4.6	-1.9	-47.1	0.1	62.6
9	O=C(NCc1ccc(Cl)c(Cl)c1)c1ccco1	0.2	-9.5	-1.2	26.6	-6.9	-1.6	-0.5	0.0	-5.4
10	COC(=O)c1ccc(CSc2nccn2C)cc1	-0.3	-20.7	0.5	17.3	-9.0	4.9	-5.8	0.8	-0.4
11	CCCc1cc(N2CCCC(C(=O)Nc3c(OC)cccc3OC)C2)n2ncnc2n1 (centres undefined)	1.0	7.7	0.9	12.4	-9.9	-4.3	-1.7	1.0	-12.9
12	S=C1NCCOCCNC(=S)NCCOCCOCCN1	0.7	-8.2	0.2	-21.2	3.0	3.9	8.0	0.9	-5.2
13	Cc1cc(=O)[nH]c(N2CCOCC2)n1	-0.3	-0.4	-0.3	-4.9	-19.3	2.8	-1.6	-0.6	-2.3
14	CC1Cc2ccccc2N1C(=O)CSc1nnnn1-c1ccc2c(c1)OCCO2 (centres undefined)	2.5	-1.0	-3.7	12.8	-2.6	1.6	-13.8	0.2	42.2
15	Cc1cc(-c2n[nH]c(=S)n2-c2ccccc2)nn1C	0.0	-1.6	0.7	-4.1	-10.5	-0.7	-16.4	-0.1	-0.2
16	c1ccc(Nc2n[nH]nc2-c2ccccc2)cc1	0.0	-11.1	16.0	5.3	-10.7	1.4	-7.0	-1.5	0.6
17	O=C(c1ccc(C#Cc2ccccc2)o1)N1CCN(c2ccccn2)CC1	-1.8	3.9	-13.5	-25.0	-1.6	-1.4	-4.1	-1.6	63.5
18	COc1ccc(NC(=S)N(CCCN2CCC(C)CC2)Cc2cccs2)cc1Cl	-0.1	0.5	-0.5	13.6	-5.5	28.5	-12.4	0.9	0.9
19	Cc1cc(NCCCn2ccnc2)n2ncc(-c3ccc(Cl)cc3)c2n1	1.1	7.8	-4.2	6.9	-13.7	-2.8	-18.8	1.1	.
20	NNC(=O)c1cc2cc3ccccc3nc2s1	-0.2	-0.9	0.8	8.2	-5.9	-1.8	-11.7	0.4	-7.7
21	CN(C)CCC(c1ccc(Cl)cc1)c1ccccn1 (centres undefined)	-0.4&-0.8	-18.0&-1.4	3.0	10.3&5.1	-7.6&-7.0	-0.8&2.8	.	1.0&0.2	7.3&-11.8&8.1
22	COc1cc(/C=N/NC(N)=O)ccc1OC(=O)c1ccco1	2.5	-6.7	0.8	6.5	-6.2	-4.2	-34.3	0.5	27.7
23	O=S(=O)(NCc1ccccc1)c1ccc(S(=O)(=O)N2CCCC2)cc1	1.6	0.6	0.7	.	-0.4	.	-5.1	0.1	-14.5
24	N#CC1=C(N)Oc2cc3ccccc3cc2C1c1cccnc1 (centres undefined)	-1.9	-5.8	-12.7	-7.4	-12.2	-1.6	-15.8	0.1	1.3
25	Cn1nc(C(=O)OCC(=O)NC2CCS(=O)(=O)C2)c2ccccc2c1=O (centres undefined)	-0.1	0.6	-0.4	24.2	-8.8	-4.5	-8.6	0.5	1.9
26	CCOC(=O)c1[nH]c(C)c(C(=O)NCCC2=CCCCC2)c1C	-1.2	-26.1	-1.2	4.4	-7.7	3.1	-27.3	-1.1	24.0
27	O=C(Cn1ncn2cccc2c1=O)N1CCCCC1	0.2	-10.6	-4.4	6.9	-0.7	0.3	-4.9	-0.3	50.4
28	COCCNC(=S)Nc1ccccc1Cc1ccccc1	-0.2	-13.3	-4.0	-2.8	1.4	-0.6	-7.2	0.4	10.4
29	CC(=O)N1CCc2cc(Br)cc(S(=O)(=O)NCc3ccccn3)c21	1.2	-18.4	2.1	-6.9	3.5	1.0	-11.1	-0.4	17.3
30	O=C(COC(=O)c1oc2ccccc2c1COc1ccccc1)NCCN1C(=O)CSC1=O	1.3	9.1	0.9	13.4	-16.2	-1.9	-6.8	-0.1	9.3
31	CCC(=O)NC(c1cccs1)c1ccc2cccnc2c1O (centres undefined)	-0.9	-3.5	-11.4	28.2[5 µM]	-6.4	0.9	-4.7	0.5	86.1*
32	Cc1ccc(Cl)cc1NC(=O)c1ccccn1	-0.1	-13.8	3.2	12.0	-4.2	-0.3	-14.9	-0.5	-0.8
33	Cc1nn2c(N)c(C#N)cnc2c1-c1ccc(Cl)cc1	-0.2	-11.3	0.1	15.0	-11.2	-10.2	-18.8	0.8	97.8*
34	CC1=C(C(=O)Nc2ccccn2)C(c2ccccc2Cl)NC(=S)N1 (centres undefined)	0.3	-3.8	-0.5	22.1	-8.9	-4.0	-6.2	1.4	-24.2
35	Cc1nn(CC2CC2)c(=O)n1-c1ccc(Cl)cc1	0.0	-2.6	31.0	1.8	-4.0	-1.7	-18.5	0.3	7.7
36	CC(C)(C)C(=O)CSc1ncnc2sc3c(c12)CCC3	-1.2	14.7	2.3	0.3	-1.6	-2.2	-22.1	0.6	43.7
37	O=C(CN1CCN(c2ccccc2)CC1)Nc1ccc(OCc2ccccc2)cc1	0.5	-4.7	0.0	-3.2	-14.1	-1.9	-21.1	1.1	86.1*
38	Cc1ccc(C(=O)NCC2CCCO2)o1 (centres undefined)	0.6	-10.1	-1.8	6.7	-11.6	4.6	-7.4	-0.2	25.5
39	CCn1nc(C)c(NC(=O)c2cc(Br)ccc2Cl)c1C	-1.1	-1.2	3.8	6.9	-11.5	-5.9	-4.4	0.6	5.0
40	O=C(c1ccc(NS(=O)(=O)c2cccs2)cc1)N1CCCCC1	0.6	-7.7	0.2	23.9	-1.4	5.7	-13.1	0.9	0.9
41	O=C(CSc1nc(O)cc(=O)[nH]1)N1CCCc2ccccc21	-1.4	-17.5	0.5	13.9	-20.6	0.6	-14.3	0.2	-10.9
42	COc1ccc(N(CC(=O)Nc2cccc(SC)c2)S(C)(=O)=O)cc1Cl	-0.1	-14.3	2.6	26.7	-19.9	2.3	19.8	0.5	-2.5
43	CN(C)S(=O)(=O)N(CC(=O)NCc1ccccc1)c1ccccc1	-1.8	-3.7	-1.2	36.0	0.4	1.9	-20.8	-0.4	11.8
44	O=C1N(CN2C(=O)C3(OCCO3)c3ccccc32)c2ccccc2C12OCCO2	-0.2	2.9	1.0	7.2	-4.6	-0.7	-13.1	0.6	16.9
45	O=C(Nc1nc(-c2ccc(Br)cc2)cs1)c1cccnc1	1.4	-17.0	-0.7	-10.0	-1.3	2.4	9.0	1.1	-0.9
46	COc1ccc(/C=N/n2cnc3c([nH]c4ccc(F)cc43)c2=O)cc1CN1CCCC1	0.3	-4.3	-32.9	22.9	-4.6	1.7	-1.7	0.1	-7.6
47	O=C1c2cccc3c([N+](=O)[O-])ccc(c23)C(=O)N1CC1CCCO1 (centres undefined)	-1.4	64.2*	-6.8	.	12.5	-22.8	-42.7	-0.1	-168.5
48	COc1ccc(NC(=O)c2cn(-c3ccccc3)nc2-c2ccncc2)cc1	-1.8	-0.2	1.8	13.2	-12.5	-2.0	-22.9	-0.7	21.6
49	CCCCNC(=S)N1CCN(C)CC1	0.1	-4.6	0.5	13.7	-2.6	0.6	-16.4	0.4	4.2
50	COCCn1c(N)c(C(=O)NCc2cccs2)c2nc3ccccc3nc21	1.0	21.1	0.7	6.5	-63.5	69.7*	15.7	0.4	43.7

The listing continues:
nr	Compound	zfTRPN1 agonist	EBV gp42 inh	TNF necrop inh	PPC-1+TRAIL kill	NCF1 inh	Runt-SMMHC FRET	Mdm2 ligase inh	TRPML3 ag	CHOP inh
51	CC(C)OP(=O)(OC(C)C)C(Nc1ccccc1)c1cccc([N+](=O)[O-])c1 (centres undefined)	-1.5	4.8	-0.3	-11.1	-2.6	-3.0	-8.5	-0.7	-8.1
52	COC(=O)CCCC(=O)N1CCOCCN(C(=O)CCCC(=O)OC)CCOCC1	0.0	-5.9	-2.2	28.0	7.2	-1.1	-12.5	0.0	5.0
53	O=S(=O)(c1ccccc1)N1CCC(N2CCCCCC2)CC1	0.3	-2.9	2.0	0.1	0.8	1.2	1.0	0.3	-11.9
54	CN1C[C@@H]2C(c3ccc(Cl)nc3)C3(c4ccccc4)CC2(C3)[C@H]1c1ccccc1 (some centres undefined)	.	-15.9	-3.1	16.5	-8.2	-2.6	-20.5	.	13.6
55	COc1ccccc1S(=O)Cc1ccc(C(=O)NC2CCCC2)o1 (centres undefined)	0.6	-18.1	1.9	9.2	-15.3	3.6	-13.7	-0.3	44.0
56	CN1CC(=O)N(CC(=O)Nc2cccc(S(=O)(=O)N3CCOCC3)c2)C1=O	1.9	-3.4	1.3	-2.3	-12.8	2.7	-5.4	0.7	2.0

Outcome played no part in choosing rows. About 5.9% of those tested had a hit in this group.
